Bioassay records from PubChem BioAssay.
L929 necroptosis: L929 zVAD cell death inhibition. viability rescue, % at 10 µM. 220,000 compounds, 0.38% hits. L929 zVAD necroptosis rescue, ATP luminescence, 24 h; with zVAD 60 µM;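 active = activation, scaled between plate controls, above about 75%, limit read from the data; inactive = activation under that limit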;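 note: 0% = zVAD with DMSO and 100% = DMSO alone without zVAD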
EP2 modulator: EP2 receptor (human) modulation; EP2-expressing cells, cAMP HTRF FRET, PGE2 co-stimulation; induction, % at 25 µM; 260,000 compounds, 0.83% hits; AID 940;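 active = compounds whose cAMP rise, as percent of the full-agonist control response, exceeds 60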;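 note: rat C6 glioma line stably carrying human EP2 under a CMV promoter; the protocol text gives 20 µM as final concentration; 100% = response of wells given 1 µM PGE2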
eIF4E 4G PPI: blocks eIF4E binding to eIF4G; P63073+Q04637; TR-FRET eIF4E-eIF4GI(517-606) binding, 2 h; inhibition, % at 21.7 µM; 220,000 compounds, 0.37% hits; AID 782;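 active = inhibition above about 30%, limit read from the data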;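 note: 0% = full FRET control wells and 100% = background wells lacking eIF4GI fragment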
Calpain2 inh: calpain II (pig) inhibition. 220,000 compounds, 0.37% hits. purified calpain II, fluorogenic peptide substrate, 30 min. inhibition, % at 16 µM;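 active = inhibition above about 50%, limit read from the data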
Hck-Nef inh: human Hck-Nef kinase inhibition | P08631 | Recombinant Hck-YEEI plus Nef, Z-Lyte FRET kinase assay | inhibition, % at 20 µM | 220,000 compounds, 0.68% hits;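 active = Hck-Nef kinase inhibition above about 50%, limit read from the data; inactive = inhibition below that limit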;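 note: 0% = DMSO with Hck plus Nef and 100% = Hck alone without Nef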
Target sequence (P08631 whole entry, looked up): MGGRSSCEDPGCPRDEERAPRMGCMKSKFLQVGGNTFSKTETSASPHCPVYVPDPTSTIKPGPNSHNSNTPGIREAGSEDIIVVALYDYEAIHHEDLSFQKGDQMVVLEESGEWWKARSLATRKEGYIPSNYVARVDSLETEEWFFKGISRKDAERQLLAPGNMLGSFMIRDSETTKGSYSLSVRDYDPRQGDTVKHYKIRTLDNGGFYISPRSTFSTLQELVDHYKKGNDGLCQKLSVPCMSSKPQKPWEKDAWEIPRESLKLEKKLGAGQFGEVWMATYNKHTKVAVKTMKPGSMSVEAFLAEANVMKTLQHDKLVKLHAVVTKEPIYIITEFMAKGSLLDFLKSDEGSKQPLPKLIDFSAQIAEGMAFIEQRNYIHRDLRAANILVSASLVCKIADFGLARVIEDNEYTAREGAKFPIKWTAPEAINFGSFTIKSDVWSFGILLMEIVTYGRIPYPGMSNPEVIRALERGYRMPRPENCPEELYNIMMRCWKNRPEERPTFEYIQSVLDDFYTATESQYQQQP
TbHK1 inh: T. brucei hexokinase 1 inhibition | recombinant TbHK1, G6PDH-coupled NADH A340 | inhibition, % at 10 µM | 220,000 compounds, 0.11% hits;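 active = inhibition of 50% or more in the single-dose primary screen; inactive = inhibition below 50%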
Rad51 HR inh: Rad51 (human) homologous recombination inhibition | 200,000 compounds, 0.085% hits | hRad51 DNA strand exchange, fluorescence dequenching | inhibition, % at 10 µM | Q06609;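 active = inhibition above 40% at the single screening dose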;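 note: 0% = DMSO control wells and 100% = blanks with heterologous ssDNA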
Target sequence (Q06609 whole entry, looked up): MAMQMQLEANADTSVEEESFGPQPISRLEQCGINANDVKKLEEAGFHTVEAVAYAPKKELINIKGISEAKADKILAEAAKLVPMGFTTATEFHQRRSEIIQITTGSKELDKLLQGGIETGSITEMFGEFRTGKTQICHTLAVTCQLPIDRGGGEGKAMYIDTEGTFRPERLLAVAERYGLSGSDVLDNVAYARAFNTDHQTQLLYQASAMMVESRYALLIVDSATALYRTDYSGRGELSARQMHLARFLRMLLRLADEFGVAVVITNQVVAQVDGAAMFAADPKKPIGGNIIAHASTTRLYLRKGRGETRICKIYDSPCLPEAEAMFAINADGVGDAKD
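Material: human Rad51–ssDNA filaments; Probe or stimulus: labelled 47-mer dsDNA for strand exchange; Doses: single 10 µM dose; Incubation: 37 °C 15-min filament assembly, 30-min compound preincubation, 15-min exchange; Technique: FRET fluorescence dequenching, excitation 485 nm, emission 520 nm; Measure: Fluorescence-based percent inhibition, control- and blank-normalised; Benchmarks: plate control and blank wells.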
14-3-3 Bad inh: disrupts binding of bovine 14-3-3 zeta to phospho-Bad peptide. TR-FRET 14-3-3zeta/Dy647-pBad peptide displacement, 1 h. inhibition, % at 21.7 µM. 220,000 compounds, 0.71% hits. AID 781;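 active = inhibition above about 70%, limit read from the data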;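 note: 0% = full 14-3-3 plus peptide FRET controls and 100% = background without 14-3-3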
EP2 antag: EP2 receptor (human) inhibition | P43116 | C6 glioma cells expressing human EP2, cAMP TR-FRET; cells stimulated with saturating PGE2 | inhibition, % at 25 µM | 260,000 compounds, 0.52% hits | AID 1422;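 active = percent inhibition above 40 after rounding to a whole number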;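 note: rat C6 glioma host cells with rolipram phosphodiesterase inhibitor present; the protocol text gives 20 µM as final concentration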
The depositor's hits bear a star; i = inactive; nt = no result given; & = joins results of further samples; [ ] = remark or other dose.

SMILES	L929 necroptosis	EP2 modulator	eIF4E 4G PPI	Calpain2 inh	Hck-Nef inh	TbHK1 inh	Rad51 HR inh	14-3-3 Bad inh	EP2 antag
Cc1ccc(N2CCN(/N=C/C3=C(N4CCOCC4)C(=C\c4ccccc4)/CC3)CC2)cc1	-0.1	8	0	-14	27	-8	28	-2	-1
C=CCn1c(SCC(=O)NCc2ccco2)nc2sc(C)c(C)c2c1=O	0.7	-39	0	-11	7	0	nt	-6[fluorescence artefact?]	17
CCc1nnc(NS(=O)(=O)c2ccc(NC(=O)c3cccc4ccccc34)cc2)s1	1.9	-3	-4	-10	16	9	0	7	11
c1ccc(-c2ccccc2OCCCCN2CCCCC2)cc1	-0.7	-43	6	19	0	7	nt	5[fluorescence artefact?]	6
CCOC(=O)C(=CNc1ccc(S(N)(=O)=O)cc1)C(=O)OCC	-0.7	11	-4	-12	-8	-91	nt	-6	8
O=C(CSc1nnc(-c2cccc(S(=O)(=O)N3CCCCC3)c2)o1)NCCC1=CCCCC1	-0.1	-6	-3	-17	1	-10	-6	-16	5
CCCCCCC(=O)Nc1ccc(Br)cn1	0.2	2	-11	24	18	-2	nt	-5	7
O=C1CC(N2CCC(c3nc4ccccc4[nH]3)CC2)C(=O)N1c1ccccc1F (stereo not given)	0.9	7	3	-4	13	1	15	-16	5
CCn1c2ccccc2c2nnc(SCCCn3c(=O)[nH]c4ccccc43)nc21	0.1	33	-9	-36	3	-5	1	-7	6
COc1cc2c(C(=O)N3CCN(Cc4ccc5c(c4)OCO5)CC3)cn(C)c(=O)c2cc1OC	0.1	24	-8	-73	1	-4	nt	-1	nt
O=S1(=O)CC/C(=N\Nc2ccc(F)cc2)c2ccsc21	1.6	-63	0	44	15	-15	12	-8	18
CCOC(=O)c1c(C)n(CCNC(C)=O)c2ccc(O)cc12	-0.4	-12	3	-11	-1	3	nt	5	10
O=C1NC(=Nc2ccccc2)S/C1=C\C=C\c1ccco1	0.6	-12	5	-39	7	-10	-27	11[fluorescence artefact?]	14
COc1ccc(CNC(=O)c2cnc3scc(C)n3c2=O)cc1	1.5	11	-1[fluorescence artefact?]	-4	-4	-34	1	-4	9
O=C(CCc1n[nH]c(=O)[nH]c1=O)N1CCCCC1	1.8	15	4	4	0	-1	-7	6	5
CCCC(=O)Nc1sc(C)c(C)c1C(=O)Nc1cccc(C)c1	-0.3	6	-6[fluorescence artefact?]	3	-2	-1	0	-11[fluorescence artefact?]	9
CCN1C(=O)/C(=c2\sc3nc(=O)c(Cc4ccccc4)nn3c2=O)c2ccccc21	-0.6	6	4	-7	15	-19	22	-4	5
Cc1ccccc1NC(=O)NCCc1nc2ccccc2[nH]1	0.3	8	0	-3	0	-6	1	0	7
COC(=O)c1sccc1NC(=O)c1cc(-c2ccc(C)cc2C)nc2ccccc12	0.0	24	-5[fluorescence artefact?]	17	2	-13	-4	-11	1
Cc1ccc(C2CC(c3cccs3)=NN2C(=O)CSc2nc3ccccc3o2)cc1 (stereo not given)	1.0	24	5[fluorescence artefact?]	14	-4	-6	nt	4	5
COc1ccc(CN(Cc2ccc(OC)cc2)C(=O)c2cccs2)cc1	-0.9	37	11	32	-17	-4	2	-2	14
CCOc1cc(NC(=S)NC)c(OCC)cc1NC(=O)c1ccc(OC)cc1	-0.1	2	6	6	27	-6	1	-9	9
COc1ccc(NC2CC(=O)N(c3ccccc3)C2=O)cc1 (stereo not given)	0.4	6	-3[fluorescence artefact?]	-25	4	-1	4	-1[fluorescence artefact?]	10
Cc1cc(=O)oc(C)c1C(=O)NCCCN1CCN(c2ccccc2F)CC1	1.0	-9	-7	11	-1	-33	-5	-6	0
COc1cc2c3nnc(-c4ccccc4)c-3cn(Cc3ccccc3F)c2cc1OC	-1.2	36	-5	-94	-47	-4	-471	18	15

Arranged by SMILES length (ascending): three of the compounds above
SMILES	L929 necroptosis	EP2 modulator	eIF4E 4G PPI	Calpain2 inh	Hck-Nef inh	TbHK1 inh	Rad51 HR inh	14-3-3 Bad inh	EP2 antag
O=C(CCc1n[nH]c(=O)[nH]c1=O)N1CCCCC1	1.8	15	4	4	0	-1	-7	6	5
COc1ccc(NC2CC(=O)N(c3ccccc3)C2=O)cc1 (stereo not given)	0.4	6	-3[fluorescence artefact?]	-25	4	-1	4	-1[fluorescence artefact?]	10
CCOC(=O)c1c(C)n(CCNC(C)=O)c2ccc(O)cc12	-0.4	-12	3	-11	-1	3	nt	5	10

The listing picks up; the 3 compounds before the break are reprinted first.
SMILES	L929 necroptosis	EP2 modulator	eIF4E 4G PPI	Calpain2 inh	Hck-Nef inh	TbHK1 inh	Rad51 HR inh	14-3-3 Bad inh	EP2 antag
COc1ccc(NC2CC(=O)N(c3ccccc3)C2=O)cc1 (stereo not given)	0.4	6	-3[fluorescence artefact?]	-25	4	-1	4	-1[fluorescence artefact?]	10
Cc1cc(=O)oc(C)c1C(=O)NCCCN1CCN(c2ccccc2F)CC1	1.0	-9	-7	11	-1	-33	-5	-6	0
COc1cc2c3nnc(-c4ccccc4)c-3cn(Cc3ccccc3F)c2cc1OC	-1.2	36	-5	-94	-47	-4	-471	18	15
CN1CCC(N(C)C(=O)/C(C#N)=C/c2ccc(OC(F)F)cc2)CC1	0.1	-4	-14	-20	17	-12	45*	-7	5
Oc1ccccc1NCC(O)Cn1ccc2ccccc21 (stereo not given)	1.1	-9	9[fluorescence artefact?]	-40	1	2	-104	41	27
O=C(CNC(=O)c1ccco1)OCC(=O)c1ccc(Cl)cc1	6.2	14	1	13	24	9	-2	4	12
CCCN1Cc2cccc(C(=O)Nc3ccc(CC)cc3)c2C1=O	-0.3	-1	3	-20	0	-5	9	6	10
Cn1c(C(=O)NCc2cccnc2)cc2sc(Cl)cc21	3.4	-5	0[fluorescence artefact?]	40	-7	4	-6	-1	13
COc1ccccc1-c1c(C)nn2c(N3CCC4(CC3)OCCO4)cc(C)nc12	nt	15	-7	-39	-9	-16	2	-2	10
CCOC(=O)CN1C(c2ccc(O)cc2)Nc2ccc(Br)cc2C1c1ccccc1 (stereo not given)	-0.3	10	4	15	1	-20	nt	-5	8
NC(=O)Cn1c(=O)oc2ccccc21	1.0	8	5	-14	-1	-4	-3	-9	3
Cc1ccccc1NC(=O)C(Cc1ccccc1)n1cccc1 (stereo not given)	-0.4	-34	4	21	1	-1	-1	3	7
Cc1occc1C(=O)NNC(=O)c1ccc(Br)o1	1.4	21	2	-6	-1	-1	-1	-12	4
O=C(CCCNS(=O)(=O)c1cccs1)N1CCN(c2cccc(Cl)c2)CC1	-0.1	4	4	3	-3	-5	2	-3	9
N#Cc1ccc(NC(=S)NC(=O)CCc2ccc(S(=O)(=O)N3CCOCC3)cc2)cc1	0.0	-23	3	-5	22	4	-4	-13	9
CCCC(C)NC(=S)NC(=O)c1cc(S(=O)(=O)N2CCOCC2)ccc1C (stereo not given)	-0.1	12	4	-1	5	5	nt	6	4
NC(=O)c1cc(C(=O)c2cccc(Cl)c2Cl)c[nH]1	4.3	-43	-1	-14	-5	-1	6	-2	11
CCCC(=O)N(c1ccc2oc(=O)sc2c1)S(=O)(=O)c1cccs1	2.3	11	1	7	3	2	nt	-6	8
Cc1cccn2c(=O)c3cc(C(=O)N4COCC4(C)C)n(C)c3nc12	28	-8	nt	i	11	35	nt	nt	nt
NC(=O)c1oc2ccccc2c1NC(=O)CN1CCCCC1	0.5	7	-1	8	1	-3	4	-2	9
O=C(c1ccncc1)N(Cc1ccccc1)Cc1nc2ccccc2c(=O)[nH]1	4.0	37	1	5	-2	-1	-7	5[fluorescence artefact?]	8
CCCCCCC(=O)N1C/C=C\C(c2ccc(OC)cc2)N(Cc2ccc(F)cc2)C(=O)[C@H]1Cc1ccccc1 (stereo not given in full)	2.5	15	-1	20	28	12	-3	-6	15
COC(=O)Nc1nn(Cc2ccccc2F)cc1Br	0.8	24	-2	-13	-1	-2	6	8	4
NC(=O)C1CCN(C(=O)CCc2nc3ccccc3c(=O)[nH]2)CC1	0.0	15	-4	2	0	2	-1	-3	0
O=C(OCN1C(=O)c2ccccc2C1=O)c1ccco1	1.1	19	1[fluorescence artefact?]	6	0	6	-13	10[fluorescence artefact?]	13
Cc1c(NC(=O)NCCN2C(=O)C3C4C=CC(C4)C3C2=O)c(=O)n(-c2ccccc2)n1C (stereo not given)	-1.3	25	3	-8	0	-2	5	-8	4
O=[N+]([O-])c1ccc(Nc2nc(NCCO)nc(N3CCCC3)n2)cc1	2.3	-12	-1	25	28	-25	-6	4	3
CN(C)CCN(C(=O)c1ccc(N2C(=O)CCC2=O)cc1)c1nc2cc3c(cc2s1)OCCO3	0.9	-9	2	14	-7	0	nt	3	2
Next section
SMILES	L929 necroptosis	EP2 modulator	eIF4E 4G PPI	Calpain2 inh	Hck-Nef inh	TbHK1 inh	Rad51 HR inh	14-3-3 Bad inh	EP2 antag
COC(=O)CC1SC(=O)NC1=Nc1ccccc1 (stereo not given)	-0.1	16	2	23	3	4	2	-2	9
O=C(CCNC(=O)c1ccc(Br)o1)NCc1ccccn1	1.1	12	4	-45	1	-3	-1	-9[fluorescence artefact?]	11
COc1ccc2oc3cc(C)[n+]([O-])c(-c4ccc(Br)cc4)c3c2c1	-0.1	16	6	-4	0	-4	-8	5[fluorescence artefact?]	4
Cc1cc2cc(C)c(NCCNC(=O)c3cccc(F)c3)nc2cc1C	-0.7	-1	2	-124	-1	-3	nt	5	7
CC1(C)CC(=O)N(CC(=O)O)c2ccccc2S1(=O)=O	0.3	1	-2[fluorescence artefact?]	-10	15	5	1	4	2
Cc1ccc2nc(SCC(=O)O)nc(C)c2c1	0.1	17	1	-7	0	-20	0	4	10
CSc1oc(-c2ccco2)nc1S(=O)(=O)c1ccccc1	0.1	1	0	-5	2	-5	3	-3	7
CCOC(=O)N1CCN(CC(O)COCc2cc(OC)c(OC)c(OC)c2)CC1 (stereo not given)	1.6	-10	-2	0	2	7	2	11	10
Cc1cc(C)n(-c2nc(NCCCN(C)C)c3c4c(sc3n2)CCCC4)n1	3.8	-39	1	0	2	-7	-2	-5	8
CCOC(=O)c1cc(-c2ccc3c(c2)OCO3)nc2onc(C)c12	-0.6	35	-9	-222	4	-6	-1	0[fluorescence artefact?]	6
COc1ccc(N/C=C\C(=O)c2ccc3c(c2)OCO3)cc1	-0.6	-31&1	-14	-81	7	-3	1	-8[fluorescence artefact?]	11&13
O=C(c1cc(-c2ccccc2)nc2ccccc12)N1CCOCC1	1.1	12	-1	-7	6	-14	6	-4	5
O=C(Nc1ccccc1C(=O)NC1CCCC1)NC1CCCC1	-0.1	16	nt	-34	1	4	2	nt	4
O=C(CNC(=S)N(Cc1ccccc1)Cc1cccnc1)NC1CC1	-0.3	-3	3	15	2	14	-1	-18	7
CNC(=S)N(Cc1ccc2c(c1)OCO2)C1CC(=O)N(c2ccc(F)cc2)C1=O (stereo not given)	0.2	4	-5	12	1	0	11	1	17
COc1cc(/C=C(\C#N)c2nc3ccccc3[nH]2)cc(OC)c1O	23	2	30*	-20	23	-2	i	-2	13
COC(=O)c1ccccc1NC(=O)CCNC(=O)Cn1cnc2ccccc2c1=O	0.5	-6	1[fluorescence artefact?]	-36	0	-5	5	-2	17
CC(=O)c1sc2nsc(SCCN3CCCCC3)c2c1N	0.5	-33	13	5	-25	-24	-8	-3	9
COc1ccc2cc(C#N)c(Cl)nc2c1	-0.6	-2	2	-67	1	-9	nt	-5	11
C/C(=N/OC(=O)C1CC12CCC2)c1ccc(Br)cc1 (stereo not given)	1.6	8	-2	30	29	1	9	-1	5
CC(NC(=O)c1cn(C(C)c2ccccc2F)nn1)c1ccncc1 (stereo not given)	0.4	-25&-4	-1	-20	9	0	22	-7	6&4

Not all compounds are listed (hit frequency here may not be typical).
